KCNQ2 inh: KCNQ2 potassium channel inhibitors, primary screen, cell-based, CHO-K1, FluxOR thallium flux, B-score (AID 2156); 310,000 compounds, 1.1% hits; 20 min; stronger effect = lower value; B-score at 10 µM;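 active means fluorescence ratio B-score at most minus 3 library SDs, with starting brightness B-score within 2 library SDs, cut at about -5.5 in these data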
Target sequence (O88943 whole entry, looked up): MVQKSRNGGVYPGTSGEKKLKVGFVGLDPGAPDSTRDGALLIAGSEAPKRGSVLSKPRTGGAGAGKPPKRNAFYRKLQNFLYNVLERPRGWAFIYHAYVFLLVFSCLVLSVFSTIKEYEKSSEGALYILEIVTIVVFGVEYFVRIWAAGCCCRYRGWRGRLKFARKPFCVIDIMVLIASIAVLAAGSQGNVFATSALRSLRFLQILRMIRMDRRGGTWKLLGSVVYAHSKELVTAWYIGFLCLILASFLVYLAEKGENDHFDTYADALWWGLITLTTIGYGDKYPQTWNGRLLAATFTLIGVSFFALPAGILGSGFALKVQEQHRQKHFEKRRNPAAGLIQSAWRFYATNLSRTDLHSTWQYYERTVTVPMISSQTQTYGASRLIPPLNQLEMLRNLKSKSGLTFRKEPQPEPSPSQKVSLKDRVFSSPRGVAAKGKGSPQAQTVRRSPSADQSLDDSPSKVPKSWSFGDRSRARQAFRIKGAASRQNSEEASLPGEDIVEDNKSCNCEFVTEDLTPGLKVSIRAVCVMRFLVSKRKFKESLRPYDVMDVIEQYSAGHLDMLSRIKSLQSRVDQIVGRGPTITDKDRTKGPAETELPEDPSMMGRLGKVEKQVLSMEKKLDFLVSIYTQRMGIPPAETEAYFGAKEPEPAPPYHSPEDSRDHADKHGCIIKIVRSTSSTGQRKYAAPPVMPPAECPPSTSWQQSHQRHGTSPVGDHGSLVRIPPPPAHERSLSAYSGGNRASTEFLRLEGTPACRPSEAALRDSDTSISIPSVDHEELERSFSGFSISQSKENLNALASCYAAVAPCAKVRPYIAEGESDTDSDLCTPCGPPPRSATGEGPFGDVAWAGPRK
Kir21 inh: inhibitors of mouse Kir2.1 inward-rectifier potassium channel; Inward rectifier potassium channel 2 (Mus musculus), P35561; HEK293-Kir2.1, FluxOR thallium flux fluorescence; stronger effect = lower value; B-score at 10 µM; 310,000 compounds, 0.85% hits;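 active means fluorescence ratio B-score at or below minus 3 SD of library scores, with starting-brightness B-score within 2 SD, cut at about -4.2 in these data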;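 further: channel flux triggered by added potassium and thallium sulfate stimulus; B-score of peak minus minimum fluorescence over baseline after thallium stimulus; more negative B-score means stronger Kir2.1 block with less thallium influx; some compounds called inactive have numbers as strong as hits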
Active calls of the source: *; i = inactive.

SMILES	KCNQ2 inh	Kir21 inh
CC(C)(C)C1CCC(=NNC(=O)C(=O)NCc2ccco2)CC1 (stereo unspecified)	i	-1.5
COc1ccccc1Nc1nc(-c2cccnc2)cs1	i	0.7
COc1ccccc1NC=C1C(=O)OC2(CCCCC2)OC1=O	i	1.1
Cc1ccc(NC(=O)c2ccc(=O)[nH]n2)cc1C	i	-0.63
O=C(COC(=O)c1ccccn1)NCc1ccccc1Cl	i	-1.2
COc1ccccc1-c1cc(C(F)(F)F)nc(S(C)(=O)=O)n1	i	1.4
Cc1cc(C)nc(SCC(=O)NNC(=O)c2ccccc2C)n1	i	-1.4
N#CCC(=O)NC(=O)NCC1CC1	i	1.4
O=C(NCCC1=CCCCC1)C1CCN(S(=O)(=O)c2ccccc2C(F)(F)F)CC1	i	0.28
Cc1nnsc1C(=O)N1CCCC(Nc2ccc(F)c(F)c2)C1 (stereo unspecified)	i	-0.6
CCCNC(=S)Nc1ccc(Cl)cc1Cl	i	-0.64
O=C(Nc1ccc2nc3n(c(=O)c2c1)CCCCC3)C(=O)N1CCN(c2ccc(F)cc2)CC1	i	0.93
O=C(Nc1nnc(C(F)(F)F)s1)c1c(F)cccc1F	i	-0.77
O=C1c2ccccc2C(=O)N1CN(C(=O)COc1ccccc1)c1ccc(F)cc1	i	1.3
CCS(=O)(=O)N1CCN=C1SC(C)c1ccccc1 (stereo unspecified)	i	-3.4
O=c1[nH]nc(Cc2ccc(-c3cccc(Cl)c3)o2)c2ccccc12	i	1.6
CCn1c(SCC(=O)Nc2sc(C)c(C)c2C#N)nnc1C(C)C	i	-1.7
COc1ccc2c(C)cc(SCC#N)nc2c1	i	-0.44
Cc1ccc(-c2nnc(N(C)C(=O)c3cccnc3)s2)cc1	i	-1.7
COc1cc2c(cc1OC)[C@@H](Cc1ccc(OCCC#N)cc1)N(C)CC2	i	0
Cc1ccc(NC(=O)CN(C)C(=O)c2ccccc2OCc2c(C)noc2C)cc1	i	-0.01
O=C(CN1CCCCCC1)Nc1ccc(F)c(F)c1F	i	-0.94
CCOC(=O)C1CCCN(CCSc2ccc(C)cc2)C1 (stereo unspecified)	i	-0.03
CSc1ccc(C(=O)C2CCCN(S(=O)(=O)c3c(C)noc3C)C2)cc1 (stereo unspecified)	i	1.6
Cc1cc(C)c(S(C)(=O)=O)c(Oc2ccccc2C)n1	i	-2.2
N#C/C(=C\c1ccccc1O)C(=O)Nc1ccccn1	i	-0.09
C=CCSc1nnc(NC(=O)c2nc(SCC)ncc2Cl)s1	i	0.78
Fc1ccc(CNn2cnnc2SCc2ccc(F)cc2)cc1	i	-3.1
N#C/C(=N\Nc1ccccc1Cl)C(=O)c1ccccc1	i	0.71
Cn1cnc2c(=O)sc3ccccc3c21	i	-0.05
COC(=O)c1ccc(Oc2ccc(S(=O)(=O)N3CCCCC3)cc2N)cc1	i	2.9
O=C(O)c1cc(-c2cccnc2)nc2ccc(Br)cc12	i	-0.27
CC(C)(C)C(=O)COC(=O)C1=NN(c2ccccc2)C(=O)CC1	i	1.8
CC(C)(C)NCc1cccn1-c1sc2c(c1C#N)CCCC2	i	-0.77
Fc1ccc(N2CCN(Cc3cn[nH]c3-c3ccccc3)CC2)cc1	i	-0.68
CCOc1ccc(Cc2onc3c2C(=O)CCC3)cc1OCC	i	-1.1
Cc1nnc2c(N(C)S(=O)(=O)c3ccccc3)nc3ccccc3n12	i	0.19
CC(=O)Nc1ccc(S(=O)(=O)NNC(=O)c2ccc(C)cc2)cc1	i	-1.9
N#CC1(c2ccccc2)CCCN1C(=O)c1ccccc1Cl (stereo unspecified)	i	-1
COc1cc(C(=O)NC2CC3CCCC(C2)N3Cc2ccccc2)cc(OC)c1OC (stereo unspecified)	i	0.04
COc1ccc(C2CC(c3c(-c4ccccc4)c4cc(Cl)ccc4[nH]c3=O)=NN2C(=O)CCC(=O)O)cc1 (stereo unspecified)	i	1.3
COc1cccc(-c2nc(CC(=O)O)cs2)c1OC	i	0.36
COc1ccc(C(=O)c2ccc(Cl)cc2)cc1	i	0.75
COc1ccc(Br)cc1S(=O)(=O)NNC(=O)c1c(C)nc2ccccn12	i	1
CCSc1nc2ccccc2n1CC(N)=O	i	-1.9
CC(CN(C)Cc1ccccc1)OC(=O)c1ccccc1F (stereo unspecified)	i	0.2
O=C(O)CCCCCCNC(=O)c1cncc(O)c1	i	0.34
c1ccc2oc(SCc3nc4ccccc4s3)nc2c1	i	-0.21
COc1cccc(OC)c1OCCCOc1c(OC)cccc1OC	i	-0.14
O=C(NC1CCCc2ccccc21)c1ccc(F)cc1F (stereo unspecified)	i	-0.42
CC(=N[C@@H]1CCCC[C@H]1N=C(C)c1ccccc1O)c1ccccc1O	i	-1.8
COc1ccc(N2CC(C(=O)NCCc3ccc(Cl)cc3)CC2=O)c(OC)c1 (stereo unspecified)	i	-0.46
CCOc1ccc(NC(=O)CN(C)C(=O)CCc2ccccc2Cl)cc1OCC	i	0.24
CCNC(=S)N1CCN(c2ncccn2)CC1	i	-2
CCc1nc2ccc(C(=O)NCCc3ccc(OC)c(OC)c3)cc2nc1CC	i	1.1
O=C(Nc1ccc(F)cc1F)c1ccc(S(=O)(=O)N2CCCCC2)cc1	i	-0.14
CC1CN(C2=Nc3cccc4cccc2c34)CC(C)O1 (stereo unspecified)	i	0.74
O=C(CN1CCOCC1)Nc1ncc(Cc2ccccc2Cl)s1	i	0.88
Cc1ccc(C(=O)Nc2ccc(-c3csc(C)n3)cc2)cc1	i	0.22
COc1ccc(Cn2nnnc2CN2CCc3ccccc32)cc1	i	-0.89
The list goes on.
SMILES	KCNQ2 inh	Kir21 inh
O=C(CC1Nc2cccc3cccc(c23)NC1=O)Nc1ccccc1 (stereo unspecified)	i	0.22
O=C(CSc1ccc(Br)cc1)Nc1ccccc1N1CCOCC1	i	-3.7
CCCc1nc2oc3c(=O)[nH]cnc3c2c2c1CCCC2	i	-0.18
CC(C)c1ccc(NC(=O)C(c2ccc3c(c2)OCO3)N2CCC3(CC2)OCCO3)cc1 (stereo unspecified)	i	0.78
COC(=O)C1=CN(c2cccc(Cl)c2)C=C(C(=O)OC)C1c1cccc(OC)c1	i	0.12
O=S1(=O)CCN2C(c3ccco3)=CSC2=N1	i	0.04
O=C(c1cccs1)N1CCN(C/C=C/c2ccccc2)CC1	i	0.84
NC(N)=NS(=O)(=O)c1ccc(N)cc1	i	-0.6
COC(=O)c1ccccc1NC(=O)CC(=O)Nc1ccccc1C(=O)OC	i	1.2
Cn1c(SCC(=O)Nc2ccc3c(c2)OCCO3)nnc1-c1ccncc1	i	0.38
c1coc(CNC2CCCCC2)c1	i	-1.9
Cc1nc2ccc(S(=O)(=O)NC(CC(C)C)C(=O)O)cc2s1 (stereo unspecified)	i	0.65

Not a retest: an excerpt of the list.
SMILES	KCNQ2 inh	Kir21 inh
O=C(CN1CCOCC1)Nc1ncc(Cc2ccccc2Cl)s1	i	0.88
Cc1ccc(C(=O)Nc2ccc(-c3csc(C)n3)cc2)cc1	i	0.22
COc1ccc(Cn2nnnc2CN2CCc3ccccc32)cc1	i	-0.89
O=C(CC1Nc2cccc3cccc(c23)NC1=O)Nc1ccccc1 (stereo unspecified)	i	0.22
O=C(CSc1ccc(Br)cc1)Nc1ccccc1N1CCOCC1	i	-3.7
CCCc1nc2oc3c(=O)[nH]cnc3c2c2c1CCCC2	i	-0.18
CC(C)c1ccc(NC(=O)C(c2ccc3c(c2)OCO3)N2CCC3(CC2)OCCO3)cc1 (stereo unspecified)	i	0.78
COC(=O)C1=CN(c2cccc(Cl)c2)C=C(C(=O)OC)C1c1cccc(OC)c1	i	0.12
O=S1(=O)CCN2C(c3ccco3)=CSC2=N1	i	0.04
O=C(c1cccs1)N1CCN(C/C=C/c2ccccc2)CC1	i	0.84
NC(N)=NS(=O)(=O)c1ccc(N)cc1	i	-0.6
COC(=O)c1ccccc1NC(=O)CC(=O)Nc1ccccc1C(=O)OC	i	1.2
Cn1c(SCC(=O)Nc2ccc3c(c2)OCCO3)nnc1-c1ccncc1	i	0.38
c1coc(CNC2CCCCC2)c1	i	-1.9
Cc1nc2ccc(S(=O)(=O)NC(CC(C)C)C(=O)O)cc2s1 (stereo unspecified)	i	0.65

Next section.
SMILES	KCNQ2 inh	Kir21 inh
O=C(O)/C=C/c1ccc(Oc2ncccn2)cc1	i	-0.04
O=C1NC(C(=O)O)=CC(c2ccc([N+](=O)[O-])cc2)N1 (stereo unspecified)	i	0.86
Cc1ccc(N2C(=O)Nc3ccccc3C2(O)C(=O)NCCCOC(C)C)cc1C (stereo unspecified)	i	-0.91
CC1(C)CC(NC(=O)c2cccc(F)c2)CC(C)(C)N1	i	2.4
CN(C)S(=O)(=O)Nc1cccc(-c2cn3c(n2)SCC3)c1	i	1.9
CCOC(=O)c1c(NC(=S)NCCc2ccccc2)sc2c1CC(C(C)C)OC2 (stereo unspecified)	i	1.3
Cc1ccc(C(=O)NCC(=O)OCC(=O)NCCc2ccccc2)s1	i	0.18
O=C1c2ccccc2S(=O)(=O)c2cc(N3CCN(c4ccccc4)CC3)ccc21	i	-0.36
O=C(O)c1ccc(NS(=O)(=O)/C=C/c2ccccc2)cc1	i	0.09
O=C(Nc1cccc(S(=O)(=O)N2CCCCC2)c1)c1ccccn1	i	-1.4
CCCn1nnnc1NC(=O)COc1ccc(Br)cc1	i	0.96
CCc1nnc(NC(=O)CSc2nnc3scc(-c4ccc(C)cc4)n23)s1	i	1.5
Cc1cc2n(n1)SC(Nc1cc(Cl)ccc1Cl)N2 (stereo unspecified)	i	-0.49
CCc1ccc(OCC(=O)Nc2nnc(C3CCCC3)s2)cc1	i	0.18
Cn1cnc([N+](=O)[O-])c1S(=O)(=O)c1ccc(Cl)cc1	i	-6.8*
COc1cccc(/C=C/C2=CC(C)(C)NC(=S)N2)c1	i	0.15
COc1ccc(CCCNC(=O)C2CCC(=O)N(CCc3cccc(F)c3)C2)cc1 (stereo unspecified)	i	-0.43
O=Cc1ccc(-c2ccccc2OC(F)(F)F)o1	i	1.3
COc1ccc(C(=O)C2CCCN(Cc3cccn3-c3ccc(Cl)cn3)C2)c(OC)c1 (stereo unspecified)	i	-2.3
CC(C)[C@H]1COCCS(=O)(=O)N1Cc1ccccc1F	i	-0.04
CC(=O)c1ccc(C(=O)NC2CCCN(Cc3ccccc3F)C2)cc1 (stereo unspecified)	i	-1.6
CCc1ccc(N2CSC3=C(C#N)C(c4cccs4)CC(=O)N3C2)cc1 (stereo unspecified)	i	0.35
CCOc1cccc(NC(=O)/C(C#N)=C\c2cccnc2)c1	i	-0.06
NS(=O)(=O)c1ccc(Nc2nc(-c3ccccc3)cs2)cc1	i	-0.15
CCn1cc(Br)c(C(=O)NCc2ccco2)n1	i	0.2
Cn1c(N)c(C(=O)COc2ccc(Cl)cc2Cl)c(=O)n(C)c1=O	i	0.33
Cc1noc(C)c1C(=O)OCC(=O)NCCC1=CCCCC1	i	0.65
COc1ccc2cc(C(=O)N3CCN(Cc4ccc5c(c4)OCO5)CC3)[nH]c2c1	i	0.86
Cc1ccc(NC(=O)C(C)c2ccc(-c3ccccc3)c(F)c2)cc1 (stereo unspecified)	i	-2.5
CN(C)S(=O)(=O)Oc1ccsc1C(=O)Nc1cccc(Cl)c1	i	1.7
CCC(C)c1ccc(NC(=O)c2c([N+](=O)[O-])cnn2CC)cc1 (stereo unspecified)	i	-0.32
Cc1ccnc(N2CCC(C(=O)NCc3ccc(F)cc3)CC2)n1	i	0.03
CC(C(=O)NC1CCCc2ccccc21)N1CCN(Cc2ccc3c(c2)OCO3)CC1 (stereo unspecified)	i	0.02
C=CCOc1cccc(C2/C(=C(\O)c3ccc4c(c3)OCCO4)C(=O)C(=O)N2Cc2cccnc2)c1 (stereo unspecified)	i	0.45
COc1ccc(OC)c(Nc2nc(-c3sc(NC(=O)CC(C)C)nc3C)cs2)c1	i	0.64
CCN(Cc1ccccc1)Cc1nnnn1Cc1ccccc1	i	-6.9*
Cc1occc1C(=O)n1nnc2ccccc21	i	1.6
COc1ccc(/C(N)=N/OC(=O)Cc2ccc(C)cc2)cc1OC	i	0.03
CC(C)(CC(=O)O)CC(=O)Nc1ccccc1Oc1ccccc1	i	-1.2
Cc1ccc(C(=O)N/C(=C\c2ccco2)C(=O)N2CC(C)OC(C)C2)cc1C (stereo unspecified)	i	-1.5
Oc1ccccc1-c1cc(C(F)(F)F)nc(-c2ccccc2)n1	i	0.16
COc1ccc(OCC(=O)Nc2ccc(S(=O)(=O)N3CCOCC3)cc2)cc1	i	-2.1
O=C(/C=C/c1ccccc1)n1cnnc1SC/C=C/c1ccccc1	i	-6.9*
O=C(c1ccccc1)n1ccc2ccccc21	i	0.31
O=C(CSc1ccc(-c2ccc(-n3cccn3)cc2)nn1)Nc1ccccc1F	i	-0.51
Cn1c(N)c(S(=O)(=O)N2CCN(c3cccc(Cl)c3)CC2)c(=O)n(C)c1=O	i	0.81
CCCN1CCC(N2CCCC(C(=O)O)C2)CC1 (stereo unspecified)	i	-0.02
O=C(CSc1n[nH]c(=O)n1C1CC1)NCc1ccccc1Cl	i	-0.88
CCOC(=O)N1CCN(C(=O)COCc2cc(-c3ccc4c(c3)OCO4)on2)CC1	i	1.2
Cc1ccc(C(=O)N/C(=C/c2ccco2)C(=O)Nc2cccc(C(=O)O)c2)cc1	i	-0.93
OCCN1CCN(C(=S)Nc2ccc(Oc3ccccc3)cc2)CC1	i	-1.1
CC(=O)c1cnc2nc(SCc3cccc(C)c3)nn2c1C	i	0.02
Cn1c(=O)c2cc(S(=O)(=O)N3CCN(c4cccc(C(F)(F)F)c4)CC3)ccc2n(C)c1=O	i	-0.05
CSCCC1NC(=O)N(CC(=O)Nc2ccc(Br)cc2Br)C1=O (stereo unspecified)	i	-0.06
COC(/C(=N/O)c1ccc(Cl)cc1)c1ccccc1 (stereo unspecified)	i	-2.9
CCOc1ncccc1C(=O)OCC(=O)NC(=O)NC(C)C	i	-2.5
